# Source: PubChem BioAssay
# PfG6PD inh – PfG6PD (Plasmodium falciparum) enzyme inhibition. PfGluPho enzyme, NADPH resazurin-diaphorase fluorescence. inhibition, % at 20 µM. hit rate 0.78% among 350,000;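 active means inhibition reaching at least a set limit at 20 µM in the primary screen, cut at about 59% in these data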;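 further: 0% = DMSO wells with substrate and 100% = DMSO wells lacking glucose-6-phosphate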
# UBC13 polyUb – human UBC13 polyubiquitination inhibition; P61088; UBC13 polyubiquitin chain formation, TR-FRET; hit rate 0.47% among 330,000; AID 485273; inhibition, % at 20 µM; in the data active means inhibition above about 45%, passing the limit was not always enough; inconclusive means no clear call, values can overlap the other calls
# Target sequence (P61088 whole entry, looked up): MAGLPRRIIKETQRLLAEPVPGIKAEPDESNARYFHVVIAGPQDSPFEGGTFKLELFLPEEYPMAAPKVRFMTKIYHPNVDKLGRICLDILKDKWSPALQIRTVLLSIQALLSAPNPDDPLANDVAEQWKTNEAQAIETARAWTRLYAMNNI
# HKDC1 inh – blocks human hexokinase HKDC1 activity. recombinant HKDC1, G6PDH/diaphorase resazurin coupled fluorescence. inhibition, % at 20 µM. hit rate 0.16% among 340,000. AID 493160;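 active means inhibition above about 35% when tested at 20 µM, limit read from the data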;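 further: plate controls were DMSO wells with enzyme for no effect and DMSO wells lacking enzyme for full effect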
# Target sequence (Q2TB90 whole entry, looked up): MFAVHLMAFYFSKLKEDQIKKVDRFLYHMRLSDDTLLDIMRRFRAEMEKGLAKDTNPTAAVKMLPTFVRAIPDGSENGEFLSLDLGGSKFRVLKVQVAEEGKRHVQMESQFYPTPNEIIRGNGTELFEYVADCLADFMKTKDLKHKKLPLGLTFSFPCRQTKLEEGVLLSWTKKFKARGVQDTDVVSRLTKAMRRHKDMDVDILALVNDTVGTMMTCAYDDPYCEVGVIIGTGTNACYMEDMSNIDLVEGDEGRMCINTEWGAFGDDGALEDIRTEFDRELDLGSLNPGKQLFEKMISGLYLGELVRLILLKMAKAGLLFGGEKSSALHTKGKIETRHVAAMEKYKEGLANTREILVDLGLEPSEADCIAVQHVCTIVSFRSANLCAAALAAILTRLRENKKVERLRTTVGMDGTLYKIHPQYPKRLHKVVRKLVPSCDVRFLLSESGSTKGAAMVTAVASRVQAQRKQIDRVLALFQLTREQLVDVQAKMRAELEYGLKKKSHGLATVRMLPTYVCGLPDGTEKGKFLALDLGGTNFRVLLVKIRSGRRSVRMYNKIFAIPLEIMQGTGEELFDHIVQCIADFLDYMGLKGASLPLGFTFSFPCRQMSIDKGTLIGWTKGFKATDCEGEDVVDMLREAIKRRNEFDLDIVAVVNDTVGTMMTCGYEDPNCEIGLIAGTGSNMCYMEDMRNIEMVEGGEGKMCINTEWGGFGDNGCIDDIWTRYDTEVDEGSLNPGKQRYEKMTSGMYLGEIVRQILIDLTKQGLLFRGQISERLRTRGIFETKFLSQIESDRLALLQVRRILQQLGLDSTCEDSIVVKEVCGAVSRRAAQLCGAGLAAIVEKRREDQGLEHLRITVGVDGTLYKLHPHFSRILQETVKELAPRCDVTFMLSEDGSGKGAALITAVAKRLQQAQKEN
#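 Test system: recombinant HKDC1 (HK5) hexokinase enzyme, produced in-house / Doses: 20 µM test compound, 1% DMSO / Timing: 90 min, room temperature / Detection: G6PDH/diaphorase-coupled fluorescence, 1 mM NADP, 100 µM resazurin, 525/613 nm / Control set: DMSO wells with and without enzyme mix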
# SENP7 inh – blocks the human protease SENP7; Q9BQF6; recombinant SENP7, Z-RLRGG-aminoluciferin luminescence, 40 min; inhibition, % at 5 µM; hit rate 1.5% among 330,000; AID 434973;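 active means inhibition above about 50% at the single test dose, limit read from the data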;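 further: plate controls were DMSO with enzyme for no effect and no enzyme buffer wells for full effect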
# SENP8 block-1 – blocks human SENP8 cleavage of Nedd8 substrate; hit rate 0.64% among 360,000; inhibition, % at 20 µM; AID 602440; recombinant SENP8, Nedd8 substrate fluorescence; in the data active means inhibition mostly above about 40%, no sharp cut-off; inactive means mostly below about 27%
# MIN6 prolif – inducers of beta-cell replication in MIN6 cells; MIN6 cells proliferation, ATPlite luminescence, 48 h; cells starved in 0.2% serum; 100% = growth in 10% serum; proliferation, % at 10 µM; hit rate 0.29% among 330,000; AID 2380;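 active means compounds whose signal lies at least 3.5 SD above the mean of all wells on their plate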;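 further: 0% = DMSO-treated cells in low-serum medium and 100% = 10% serum control; some compounds called inactive have numbers as strong as hits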
# SENP8 block-2 – inhibitors of human SENP8 protease | purified SENP8, Z-RLRGG-aminoluciferin cleavage, luminescence | Q96LD8 | AID 2540 | hit rate 1.2% among 330,000 | inhibition, % at 10 µM; in the data active means inhibition above about 50%
# SENP1 inh – blocks the human SENP1 SUMO protease catalytic domain; inhibition, % at 10 µM; recombinant SENP1 catalytic domain, CyPet-SUMO1-YPet FRET cleavage; hit rate 0.21% among 360,000; Q9P0U3; AID 624204;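 active means inhibition at least 30% at 10 µM, raw YFP signal under a set limit, fluorescence ratio 0.5 to 1.5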;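 further: 0% = enzyme with DMSO and 100% = no enzyme wells; some results filed as inactive read as strong as hits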
#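 Controls: no-enzyme wells low, DMSO-plus-enzyme wells high control. Test system: human recombinant His6-tagged SENP1 catalytic domain enzyme. Reagent: SFCypet-SUMO1-SFYpet FRET protein substrate, 25 nM final. Doses: one dose per compound, 10 µM, 0.5% DMSO. Detection: FRET, CFP and YFP emission. Timing: 50 min reaction at room temperature.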
# SENP6 inh – blocks the human protease SENP6; Recombinant SENP6 catalytic domain, aminoluciferin luminescence; inhibition, % at 10 µM; hit rate 1.8% among 330,000; AID 2599;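 active means inhibition above about 50% at the single tested dose, limit read from the data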;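 further: plate controls were DMSO wells with enzyme for no effect and DMSO wells lacking enzyme for full effect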
# Starred values were filed as active, the others as inactive; u = inconclusive; x = no result given. Compounds were not picked by outcome. Share with any hit: about 4%.
SMILES,PfG6PD inh,UBC13 polyUb,HKDC1 inh,SENP7 inh,SENP8 block-1,MIN6 prolif,SENP8 block-2,SENP1 inh,SENP6 inh
CCc1ccccc1N(C(=O)CCC(=O)Nc1cc(C)on1)C(C(=O)NC1CCCC1)c1ccco1 (stereo not drawn),23,7,-2,1,22,1,-1,3,-7
COc1cccc(NC(=O)c2ccc(CN3CCOCC3)cc2)c1,-8,-6,-4,39,8,-4,12,-2,50*
COc1ccc(C2/C=C\CN(C(=O)C3CCCCC3)CC(=O)N2Cc2ccc(F)cc2)cc1 (stereo not drawn),-9,12,0,-8,5,-2,5,-1,3
CCC1(CC)C(=O)N(c2ccccc2)C(=N)N(c2ccccc2)C1=O,-15,x,6,x,-6,x,x,3,x
CO/N=C/NC(=O)NOCc1c(Cl)cccc1Cl,-6,8,-4,-3,19,-1,-10,2,-1
CC[C@]1(C(=O)OC)[C@H]2C(=O)N(C)C(=O)[C@H]2[C@H]2CN=C(SCc3ccc(C(=O)OC)cc3)N21,-16,x,5,10,8,x,x,-1,x
Cn1c(=O)c2c(nc(SCC(=O)NC34CC5CC(CC(C5)C3)C4)n2C)n(C)c1=O,4,-15,-10,2,2,0,4,0,11
COc1cccc(NC(=S)NCCc2ccccn2)c1,-5,-6,-12,-7,5,-1,-7,-2,-19
CC(CNCCCn1cnc2c(OCc3ccccc3)ncnc21)c1ccccc1 (stereo not drawn),8,x,-2,x,10,x,x,-3,x
O=C(NC1CCN(C(=S)NCc2ccco2)CC1)NC12CC3CC(CC(C3)C1)C2,19,1,-8,9,-6,-2,4,-20,0
O=C(NCc1ccccc1C(F)(F)F)C1CC(c2ccccc2C(F)(F)F)=NO1 (stereo not drawn),3,7,-1,4,4,-3,-5,-1,-19
NC(=O)c1c(NC(=O)c2ccccc2)sc2c1CCc1ccccc1-2,8,19,6,64*,-272,-1,-4,-4,10
CCN(CC)CCCNC(=O)CCn1nc(-c2ccccc2)ccc1=O,-3,10,-2,-7,17,0,-1,1,-1
CCc1ccccc1NC(=S)N1CCC(C(=O)c2ccc(F)cc2)CC1,-11,8,14,-1,17,-1,0,0,9
CC(NC(=O)c1cc(-c2ccccc2)on1)c1ccccc1 (stereo not drawn),-18,-3,-1,2,11,-2,-3,1,-6
COc1cccc(NC(=O)CN(C)C(=O)C2CC3C=CC2C3)c1 (stereo not drawn),-5,4,-4,4,0,-1,4,1,5
CCOC(=O)COc1cccc2c(=O)n(CC(=O)N3CCc4ccccc43)ccc12,2,9,-6,5,-76,0,8,2,-20
Cc1ccc(NC(=Nc2ccc(Br)cc2)N2CCOCC2)cc1C,6,10,-1,-4,11,-5,2,1,4
Cc1ncc([N+](=O)[O-])n1CC(=O)Nc1ccc(Cl)cc1,-7,3,0,4,23,1,0,-1,-23
Cc1cccc(S(=O)(=O)Nc2ccc(-c3ccc4nncn4n3)cc2)c1,10,2,6,3,-491,2,-4,9,-7
CCC1COCCS(=O)(=O)N1Cc1ccccc1 (stereo not drawn),3,-6,-3,-7,20,-3,-3,-1,-10
CN(C)CCCN(C(=O)c1ccc2c(c1)CCCC2)c1nc2cc3c(cc2s1)OCO3,12,37,1,-6,8,-6,-4,2,-11
O=C(Nc1ccc(F)cc1)c1ccc(Br)c(S(=O)(=O)N2CCOCC2)c1,-6,-3,-1,-11,14,-2,-10,2,-35
COc1ccc(/C=C2\SC(=O)N=C2N)cc1,6,u,-8,-8,16,2,-12,-3,-30

# Another view of part of the listing above:
# Screens in order: PfG6PD inh	UBC13 polyUb	HKDC1 inh	SENP7 inh	SENP8 block-1	MIN6 prolif	SENP8 block-2	SENP1 inh	SENP6 inh
> Cc1ncc([N+](=O)[O-])n1CC(=O)Nc1ccc(Cl)cc1
 : -7	3	0	4	23	1	0	-1	-23
> COc1cccc(NC(=O)CN(C)C(=O)C2CC3C=CC2C3)c1 (stereo not drawn)
 : -5	4	-4	4	0	-1	4	1	5

# Other compounds
SMILES,PfG6PD inh,UBC13 polyUb,HKDC1 inh,SENP7 inh,SENP8 block-1,MIN6 prolif,SENP8 block-2,SENP1 inh,SENP6 inh
COc1ccc(-c2noc(CNC(=O)C(C)Oc3ccccc3)n2)cc1 (stereo not drawn),3,14,-9,-7,-5,-1,0,-11,-14
COc1ccc(N(CC(=O)Nc2cc(Cl)ccc2OC)S(=O)(=O)c2c(C)noc2C)cc1,12,4,2,1,4,-5,-1,-1,-2
Cc1ccccc1CNC(=O)CCC(=O)N1CCOc2ccc(Cl)cc21,-5,1,-8,-3,7,3,6,1,6
CCCCCC(=O)Nc1nnc(CCc2ccccc2)s1,13,-3,-6,4,-55,-2,-3,-8,8
Cc1c(C(=O)N(CC(C)C)c2c(N)n(Cc3ccccc3)c(=O)[nH]c2=O)sc2nc3n(c(=O)c12)CCC3,15,1,-4,-7,-20,-2,-4,-4,-11
CCOC(=O)c1ccc(NC(=O)CCNS(=O)(=O)c2cc(Br)cnc2N)cc1,3,0,-6,-9,-10,2,-4,-1,1
CNc1ccccc1C(C)(C)c1cc(-c2cccc([N+](=O)[O-])c2)no1,49,4,-3,-6,10,-3,-1,-1,-9
O=C(NCC1CCCN(Cc2cccc(C(F)(F)F)c2)C1)c1ccc(F)cc1 (stereo not drawn),1,6,-8,2,22,-2,2,2,-21
O=C(COC(=O)c1cnccn1)NCc1ccc(Cl)cc1,-3,-6,-6,9,1,-3,5,-4,10
O=C(Cn1cccn1)N1CCCC(N2CCN(c3cccc(C(F)(F)F)c3)CC2)C1 (stereo not drawn),-12,8,-5,-1,2,-1,3,0,-4
CN1C(=S)SC(N2OC3C(=O)N(c4ccccc4)C(=O)C3C2c2ccccc2)C1(C)C (stereo not drawn),x,2,x,1,x,1,6,x,-1
CCOC(=O)C1=C(C)NC(=O)NC1c1cccc(O)c1 (stereo not drawn),-10,-7,8,-3,20,0,-4,2,3
CCOC(=O)CCNC(=O)N1CCC(CCC(=O)NCc2ccc(F)cc2)CC1,-4,16,-5,-4,2,-1,-9,0,1
CCOC(=O)Nc1ccc(S(=O)(=O)Nc2nccc(C)n2)cc1,-26,0,-2,-2,10,4,0,-17,-6
S=c1[nH]cnc2sc(-c3ccccc3)cc12,7,-1,0,-2,4,-4,-9,0,-6
COC(=O)c1ccc(NC(=O)C(=O)c2c[nH]c3ccccc23)cc1,3,5,0,21,-13,-1,-16,-2,-2
Cc1ccc(C)c(S(=O)(=O)NCCN2CCOCC2)c1,9,0,-4,0,11,-2,-10,-1,-43
Cc1ccc(N(C(=O)c2cccs2)C2C=CS(=O)(=O)C2)cc1 (stereo not drawn),13,-8,-6,-1,4,-2,4,-1,6
CC(C)COP(=O)(CNC(=O)CN1C(=O)c2ccccc2S1(=O)=O)OCC(C)C,-11,10,-5,-3,8,0,0,0,-4
CCOc1ccccc1C(=O)N/N=C/c1ccoc1,14,-2,3,-1,5,2,3,-1,-5
CCOC(=O)N1CCN(C(=O)c2cccc(OC)c2O)CC1,16,-16,9,3,13,-3,-2,-1,-10
O=C1COc2ccc(C(=O)COC(=O)c3c(F)cccc3Cl)cc2N1,14,7,-3,1,7,1,-14,2,-7
CC(=C\C(=O)O)/C(=C\c1cccc2ccccc12)C(=O)O,-36,-9,3,0,-134,-4,-8,-1,-13
COc1ccc(Nc2ccccc2C(=O)O)cc1,-15,-2,-4,5,10,-1,8,3,35
O=C(NN=Cc1ccc(F)cc1)c1cccc(S(=O)(=O)N2CCCC2)c1,-9,-4,-1,-11,13,-4,-15,2,-30
CCc1cc(C(=O)N2CCCC(CO)(Cc3ccc(F)cc3)C2)n(C)n1 (stereo not drawn),0,-6,2,8,12,2,0,3,7
Cc1ccc(CSCC(=O)N2CCOCC2)cc1,-1,2,-6,-1,17,1,1,1,-20
Cc1cccc(C(=O)Nc2c(C(=O)N3CCN(C)CC3)cnn2-c2ccccc2)c1,7,3,-4,-1,6,1,5,3,-4
COc1cc([N+](=O)[O-])cc(/C=N/NC(=O)C(C)Nc2cccc3ccccc23)c1O (stereo not drawn),-21,-46,8,12,-66,-5,46,-3,68*
Cc1ccc2nc(NC(=O)C3CCCN(S(=O)(=O)c4cccnc4)C3)sc2c1 (stereo not drawn),19,15,1,-3,6,-1,-11,2,0
c1ccc2c(c1)[nH]c1nc3nncn3nc12,-20,-34,-3,4,1,-1,0,2,-6
O=C(NCCO)C(=O)NCC1CCCN1S(=O)(=O)c1cccs1 (stereo not drawn),4,2,-1,-9,9,-4,-5,-4,-13
NC(=NCCc1ccccc1)c1cccc([N+](=O)[O-])c1,-8,-7,0,0,-6,0,0,0,9
COc1ccc(N(C(=O)c2ccccc2)S(=O)(=O)c2cccs2)cc1,4,0,-5,3,7,-1,3,1,2
Cc1cc(C(=O)CSc2nnc(Nc3ccccc3)s2)c(C)n1CC1CCCO1 (stereo not drawn),9,-7,2,10,15,-1,7,-3,-1
C/C(=N\NC(=S)NC(C)C)c1ccc(Cl)s1,-4,4,-4,1,7,0,3,1,-1

# For convenience, part of the list above:
SMILES,PfG6PD inh,UBC13 polyUb,HKDC1 inh,SENP7 inh,SENP8 block-1,MIN6 prolif,SENP8 block-2,SENP1 inh,SENP6 inh
CCc1ccccc1N(C(=O)CCC(=O)Nc1cc(C)on1)C(C(=O)NC1CCCC1)c1ccco1 (stereo not drawn),23,7,-2,1,22,1,-1,3,-7
COc1cccc(NC(=O)c2ccc(CN3CCOCC3)cc2)c1,-8,-6,-4,39,8,-4,12,-2,50*

# (further entries)
SMILES,PfG6PD inh,UBC13 polyUb,HKDC1 inh,SENP7 inh,SENP8 block-1,MIN6 prolif,SENP8 block-2,SENP1 inh,SENP6 inh
COc1cccc(OCC(=O)Nc2ccc(OC)c(OC)c2)c1,-4,6,0,2,37,3,-3,0,-6
CN(Cc1ccccc1)C(=O)CSc1cc(=O)n(C)c2ccccc12,17,5,-6,-11,-35,-1,0,2,-6
CC(=O)Nc1c2c(nn1-c1ccccc1C)CS(=O)(=O)C2,-4,3,-1,-2,6,-3,-2,0,1
O=C(/C=C/c1ccccc1)OCCCN=C1NS(=O)(=O)c2ccccc21,2,-6,-7,4,2,-4,3,4,-6
NC(=O)CSc1nnc2sc3ccccc3n12,-14,1,1,8,18,-2,5,0,12
N#C/C(=C(\O)C(F)(F)F)c1nnc2n1CCCCC2,-8,-2,-4,-10,16,-1,-3,1,7
COc1cc(NS(=O)(=O)c2ccc(NC(=O)/C=C/c3cccc([N+](=O)[O-])c3)cc2)ncn1,-8,-10,9,6,1,-3,-7,-1,7
COCCn1c(=S)[nH]c2cc(C(=O)N3CCN(c4ccc(F)cc4)CC3)ccc2c1=O,-10,5,12,-6,2,-3,-4,0,-19
Oc1ccccc1C1=NCCNC(C(F)(F)F)=C1,-12,2,-2,-2,8,-2,5,4,3
O=C(NC1CCC(O)CC1)c1ccc(-c2ccc(Cl)cc2)o1 (stereo not drawn),16,-6,-6,2,-36,0,6,1,2
CC(C)OC(=O)CSc1nc(-c2ccc(F)cc2)cc(C(F)(F)F)n1,14,9,10,2,11,-3,-2,2,-19
COc1cc(OC)c(NC(=O)c2ccccc2F)cc1Cl,14,14,3,3,19,0,-11,1,3
CC(C)N(C(=O)[C@H]1C[C@H](CC(=O)NC(C)(C)C)C(=O)N2CCc3c([nH]c4cc(-c5ccco5)ccc34)[C@]12C)C(C)C,34,x,3,6,-336,x,x,-12,x
